Compound activity from PubChem BioAssay.
Rab9 promoter act: activators of Rab9 promoter. Huh7 Rab9 promoter-luciferase reporter, luminescence, 24 h. Potency, µM (titrated, usually from 9.22 µM), for inactives: at the top dose activation, negative = inhibition, hits mostly activators. actives 2.8% (n = 320,000). AID 485297; further: potency means the concentration at half of the fitted maximal effect; % of control where 0% means no effect; nearly all actives have a fitted effect of over 60% in size
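Huh7 cells stably carrying a Rab9 promoter-luciferase reporter, 1500 cells per well in OP-MEM I with 10% FBS, treated with compound 24 hours at 37C. Luciferase activity read by luminescence after 10 minutes with Amplite reagent.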
KCNH2 3.1 block: KCNH2 3.1 (human) potassium channel inhibition. actives 0.95% (n = 340,000). activity change, % (tested at about 1.8 µM). AID 720553. U2OS KCNH2 3.1, thallium flux FluxOr; active compounds read low;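 active means maximum activity change below -70%; inconclusive means maximum activity change from -70% to -50%; inactive means maximum activity change above -50%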;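 further: thallium influx rate constant from kinetic fluorescence after stimulation buffer; on the % scale 0 is the no-effect control and ±100 the full control effect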
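Measured as rate of thallium-driven FluxOr signal in transduced U2OS cells carrying the 3.1 channel, read kinetically for 2 min upon stimulation; values are rate constants scaled to DMSO control wells.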
FLuc counter: firefly luciferase modulation, counter-screen for miR-21 project | P08659 | purified FLuc, Km substrates, luminescence inhibition | Potency, µM (doses to about 57.5 µM), for inactives: top-dose activity change, negative = inhibition, actives largely listed as inhibitors | actives 6.9% (n = 360,000) | AID 588342;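 further: potency means the concentration at half of the fitted maximal effect; plate controls were vehicle for no effect and reference inhibitor for full effect; nearly all actives have a fitted effect of over 55% in size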
Target sequence (P08659 whole entry, looked up): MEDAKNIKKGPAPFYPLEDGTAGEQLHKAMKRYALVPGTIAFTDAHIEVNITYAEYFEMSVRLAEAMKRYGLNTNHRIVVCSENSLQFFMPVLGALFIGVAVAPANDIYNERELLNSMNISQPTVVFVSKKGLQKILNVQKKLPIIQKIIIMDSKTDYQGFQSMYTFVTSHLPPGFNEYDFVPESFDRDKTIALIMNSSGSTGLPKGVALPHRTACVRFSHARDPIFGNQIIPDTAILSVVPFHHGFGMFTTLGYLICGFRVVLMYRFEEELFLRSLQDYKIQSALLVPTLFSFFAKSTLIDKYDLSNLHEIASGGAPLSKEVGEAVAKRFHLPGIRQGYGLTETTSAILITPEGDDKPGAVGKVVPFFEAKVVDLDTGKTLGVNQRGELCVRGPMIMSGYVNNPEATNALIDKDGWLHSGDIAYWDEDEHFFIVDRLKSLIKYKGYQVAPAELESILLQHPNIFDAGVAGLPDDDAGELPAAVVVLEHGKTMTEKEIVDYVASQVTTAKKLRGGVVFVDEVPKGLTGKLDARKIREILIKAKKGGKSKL
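Purified P. pyralis luciferase, 10 nM final, with Km-level 10 uM D-luciferin and 10 uM ATP in 50 mM Tris acetate pH 7.5, 10 mM Mg acetate, 0.01% Tween-20, 0.05% BSA; 6-point qHTS titration about 60 µM downward; luminescence read.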
NPC1 promoter act: activators of NPC1 promoter; Huh7 NPC1 promoter luciferase reporter, 24 h; Potency, µM (doses to about 9.22 µM), inactives show at the top dose activation, usual class: activators; actives 2.4% (n = 320,000); AID 485313;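 further: potency means the concentration at half of the fitted maximal effect; % of control where 0% means no effect; nearly all actives have a fitted effect of over 60% in size; reporter is driven by a mutant NPC1 promoter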
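Compounds in DMSO were transferred onto Huh7 NPC1-luciferase reporter cells pre-incubated 2 h; after 24 h at 37 °C, Amplite reagent was dispensed and luminescence recorded 10 min later.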
ELG1 repair inh: ELG1-dependent DNA repair inhibition; HEK293T ELG1-luciferase reporter, luminescence, 16 h; DNA damage induced by 5-fluorouridine; actives 2.3% (n = 330,000); Potency, µM (highest dose often 46.1 µM), without a hit: at the top dose activity change, negative = inhibition, usual class: inhibitors; further: potency means the concentration at half of the fitted maximal effect; on the % scale 0 is the no-effect control and ±100 the full control effect; nearly all actives have a fitted effect of over 55% in size
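Step one: seed 2,000 cells per well. Step two: pin-transfer compound or DMSO alongside 5-fluorouridine. Step three: incubate 16 hr, 37 °C, 5% CO2. Step four: add ONE-Glo, wait 30 min, read luminescence.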
Gal4-VP16 FLuc: counter-screen for ROR gamma inhibitors: Gal4-VP16 reporter. Drosophila S2 Gal4-VP16 UAS-luciferase, luminescence, 20 h. Potency, µM (titrated, usually from 53.6 µM), without a hit: top-dose activity, negative = inhibition, hits mostly inhibitors. actives 3.5% (n = 310,000). AID 2546;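 further: Gal4-VP16 expression switched on by copper sulfate through the metallothionein promoter; potency means the concentration at half of the fitted maximal effect; on the % scale 0 is the no-effect control and ±100 the full control effect; nearly all actives have a fitted effect of over 50% in size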
Menin MLL FP TR: displaces Texas Red mutant MLL peptide from human menin; Potency, µM (doses to about 61.6 µM), without a hit: at the top dose FP activity change, negative = inhibition, actives largely listed as inhibitors; actives 0.23% (n = 270,000); Menin + Texas Red MLL mutant peptide, fluorescence polarization; O00255; AID 1768; active means well fitted inhibition curve with a large enough effect in the polarisation, with a control signal flat, not every such curve was filed as active; inconclusive means small, poorly fitted or top-dose-only effect, or effect the other way, or a change in a side signal; inactive means no such curve, though single readings can be large or run the other way; the % refers to the polarisation; further: potency means the concentration at half of the fitted maximal effect; % of control where 0% means no effect; many of its hits are not listed in these tables
PKM2 act: PKM2 (human) enzyme activation; Potency, µM (doses to about 57.5 µM), for inactives: at the highest dose activation, usual class: activators; P14618; purified PKM2, Kinase-Glo ATP luminescence, activation; response scale: 0% is enzyme alone, no compound; AID 1631; actives 0.34% (n = 260,000); further: potency means the concentration at half of the fitted maximal effect; on the % scale 0 is the no-effect control and ±100 the full control effect; nearly all actives have a fitted effect of over 55% in size
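Purified hPK-M2 (>95%) run at intermediate activity with 0.1 mM ADP and 0.5 mM PEP in 50 mM imidazole pH 7.2, KCl, MgCl2; 1 h room temperature. ATP formed read by Kinase-Glo luminescence; normalized to uninhibited and no-enzyme controls.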
Mito fusion act: inhibitors of mitochondrial division or activators of mitochondrial fusion. S. cerevisiae fusion-defective mutant growth rescue, CellTiterGlo 48 h. Potency, µM (series often up to 46.1 µM), for inactives: top-dose growth rescue (activation), usual class: activators. actives 0.23% (n = 320,000). AID 485298;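 further: potency means the concentration at half of the fitted maximal effect; % of control where 0% means no effect; nearly all actives have a fitted effect of over 45% in size; temperature-sensitive fusion mutants such as fzo1-1 at 37 °C on non-fermentable ethanol glycerol medium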
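Read-out: ATP-based luminescence (CellTiterGlo, 10 min ambient) reporting growth of fusion-defective ts yeast after 48 hours at 37C on glycerol/ethanol YPEG medium in the presence of compound.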
MBNL1-CUG inh: MBNL1-poly(CUG) RNA binding inhibition | TR-FRET MBNL1-His/biotin-(CUG)12 binding, 665/545 ratio | AID 2675 | Q9NR56 | Potency, µM (highest dose often 57.5 µM), for inactives: at the highest dose activity change, negative = inhibition, usual class: inhibitors | actives 0.036% (n = 280,000); active means well fitted inhibition curve with a large enough effect in the signal ratio, with a control signal flat, not every such curve was filed as active; inconclusive means small, poorly fitted or top-dose-only effect, or effect the other way, or a change in a side signal; inactive means no such curve, though single readings can be large or run the other way; the % refers to the signal ratio; further: potency means the concentration at half of the fitted maximal effect; on the % scale 0 is the no-effect control and ±100 the full control effect
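TR-FRET readout: Ex 340 nm, 665/545 nm emission ratio, normalized to buffer-only (basal) and MBNL1-(CUG)12 controls. Complex of MBNL1-His with Biotin-(CUG)12, compounds 92 nM–58 uM, incubated 60 min at room temperature.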
RORg inh: ROR gamma (mouse) transcription inhibition | P51450 | Drosophila S2 Gal4-RORgamma UAS-luciferase reporter, 20 h | Potency, µM (series often up to 53.6 µM), inactives show at the highest dose activity change, negative = inhibition, most hits filed as inhibitors | actives 5.4% (n = 310,000) | AID 2551; further: potency means the concentration at half of the fitted maximal effect; on the % scale 0 is the no-effect control and ±100 the full control effect; nearly all actives have a fitted effect of over 60% in size
Target sequence (P51450 whole entry, looked up, the tested form may be a part): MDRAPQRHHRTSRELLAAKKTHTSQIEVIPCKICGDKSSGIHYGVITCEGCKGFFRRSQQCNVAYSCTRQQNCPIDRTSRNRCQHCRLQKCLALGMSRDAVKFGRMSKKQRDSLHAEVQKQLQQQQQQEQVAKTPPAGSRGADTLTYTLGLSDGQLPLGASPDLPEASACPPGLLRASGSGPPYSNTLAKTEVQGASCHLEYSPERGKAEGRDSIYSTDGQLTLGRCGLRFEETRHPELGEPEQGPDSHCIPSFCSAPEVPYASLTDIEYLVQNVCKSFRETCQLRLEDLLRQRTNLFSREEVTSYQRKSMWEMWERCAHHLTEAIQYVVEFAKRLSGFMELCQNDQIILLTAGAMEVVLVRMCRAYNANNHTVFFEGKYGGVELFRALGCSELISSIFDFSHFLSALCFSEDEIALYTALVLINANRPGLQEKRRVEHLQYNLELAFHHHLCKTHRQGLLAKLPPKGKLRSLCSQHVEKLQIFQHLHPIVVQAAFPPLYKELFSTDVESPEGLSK
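Compounds are pin-transferred onto Drosophila Schneider cells expressing a copper-inducible Gal4–ROR gamma transactivation domain fusion. After 1 hr, copper sulfate is added to 700 uM final; luciferase is read 20 hr later.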
Active calls of the source: *; [ ] = remark or other dose. Unless noted, the call rests on the fitted dose curve; in most records, active means well fitted curve in the direction sought with a large enough effect; inconclusive means small, poorly fitted or top-dose-only effect, or another doubt; inactive means no such curve, though single readings can be large; an effect the other way counts as inactive or inconclusive. Some of the compounds tested; count on the stated rates, not on these rows.

`O=C(OCc1nnc(-c2ccc(Br)cc2)o1)c1ccco1` gave Rab9 promoter act 0%, KCNH2 3.1 block 2, FLuc counter 21µM*, NPC1 promoter act -3%, ELG1 repair inh 7%, Menin MLL FP TR -18%, PKM2 act -1%, Mito fusion act -5% and MBNL1-CUG inh 1%.
`CC(=O)Nc1cccc(C(=O)OCC(=O)NNC(=O)c2ccc([N+](=O)[O-])cc2)c1` gave Rab9 promoter act -5%, KCNH2 3.1 block 2, FLuc counter -14%, NPC1 promoter act -4%, ELG1 repair inh 1% and Mito fusion act 0%.
For COc1ccc(S(=O)(=O)N2CCOCC2)cc1NC(=O)c1cccc(-n2cccc2)c1 the results were Rab9 promoter act -1%, KCNH2 3.1 block -10, FLuc counter 3%, NPC1 promoter act -4%, ELG1 repair inh -18% and Mito fusion act -2%.
`Cc1ccc(N2C(=O)CC(Cc3ccc(Cl)cc3)C2=O)cc1` (stereo not given) gave Rab9 promoter act 0%, KCNH2 3.1 block -4, FLuc counter -1%, NPC1 promoter act 0%, ELG1 repair inh 11%, Gal4-VP16 FLuc -16%, Menin MLL FP TR -5%, PKM2 act -3%, Mito fusion act 6%, MBNL1-CUG inh -3% and RORg inh 20%.
C[N+](C)(C)CCOP(=O)([O-])OC[C@H](O)CO was read as Rab9 promoter act -3%, KCNH2 3.1 block 1, FLuc counter 0%, NPC1 promoter act -1%, ELG1 repair inh 5%, Gal4-VP16 FLuc -11%, Menin MLL FP TR -11%, PKM2 act 2%, Mito fusion act -2%, MBNL1-CUG inh 1% and RORg inh -16%.
`Cc1cccnc1NC(=O)Nc1ccc(F)cc1` gave Rab9 promoter act inconclusive, KCNH2 3.1 block 22, FLuc counter inconclusive, NPC1 promoter act inconclusive, ELG1 repair inh inconclusive, Gal4-VP16 FLuc 17%, Menin MLL FP TR 8%, PKM2 act 4%, Mito fusion act 1%, MBNL1-CUG inh -15% and RORg inh inconclusive.
`CCCC(=O)Nc1sc(C(=O)Nc2cccc(N)c2)c(C)c1C(=O)OC` gave Rab9 promoter act 0.89µM*, KCNH2 3.1 block 3, FLuc counter 13µM*, NPC1 promoter act 3.2µM*, ELG1 repair inh inconclusive, Gal4-VP16 FLuc -4%, Menin MLL FP TR 9%, PKM2 act 0%, Mito fusion act 7%, MBNL1-CUG inh 1% and RORg inh 0%.
Screening CCOC(=O)C1CCN(C(=O)CN2C(=O)c3cccnc3Oc3ccc(C)cc32)CC1 returned Rab9 promoter act 1%, KCNH2 3.1 block 1, FLuc counter -1%, NPC1 promoter act -7%, ELG1 repair inh 16%, Gal4-VP16 FLuc -13%, Mito fusion act -7%, MBNL1-CUG inh -9% and RORg inh -7%.
`Cc1c(C(=O)c2ccc(Cl)c(Cl)c2)cnc2cc3c(cc12)OCO3` gave Rab9 promoter act 0%, KCNH2 3.1 block -2, FLuc counter 4%, NPC1 promoter act -1%, ELG1 repair inh inconclusive, Gal4-VP16 FLuc inconclusive, Menin MLL FP TR -21%, PKM2 act -26%, Mito fusion act inconclusive, MBNL1-CUG inh -8% and RORg inh inconclusive.
Screening COc1ccc(C(C)NC(=O)Nc2ccc(C(C)=O)cc2)cc1OC (stereo not given) returned Rab9 promoter act 20%, KCNH2 3.1 block 9, FLuc counter -4%, NPC1 promoter act 30%, ELG1 repair inh inconclusive, Gal4-VP16 FLuc -2%, PKM2 act -1%, Mito fusion act 0%, MBNL1-CUG inh -4% and RORg inh 17%.
For CCOc1cc(CNCC2CCCN2CC)cc(Cl)c1OC (stereo not given) the results were Rab9 promoter act 2%, KCNH2 3.1 block -3, FLuc counter 1%, NPC1 promoter act -4%, ELG1 repair inh -4%, Gal4-VP16 FLuc -11%, Menin MLL FP TR -2%, PKM2 act 1%, Mito fusion act -7%, MBNL1-CUG inh -10% and RORg inh 2%.
`O=S(=O)(c1ccc(Oc2ccc(Cl)cc2)c(S(=O)(=O)N2CCCCC2)c1)N1CCCCC1` gave Rab9 promoter act -1%, KCNH2 3.1 block -7, FLuc counter 3%, NPC1 promoter act -3%, ELG1 repair inh -3%, Gal4-VP16 FLuc -8%, Menin MLL FP TR -25%, PKM2 act -1%, Mito fusion act -4%, MBNL1-CUG inh -7% and RORg inh -22%.
For COc1ccc(-c2nc3ccc(C)cn3c2NCc2ccc3c(c2)OCO3)cc1 the results were Rab9 promoter act inconclusive, KCNH2 3.1 block -35, FLuc counter 13µM*, NPC1 promoter act 28%, ELG1 repair inh inconclusive, Gal4-VP16 FLuc -12%, Menin MLL FP TR 3%, PKM2 act -2%, Mito fusion act 12%, MBNL1-CUG inh 9% and RORg inh 25%.
`CCCN(CC(=O)Nc1ccc(F)c(F)c1F)C(=O)C1CC(=O)N(Cc2ccccc2)C1` (stereo not given) gave Rab9 promoter act -1%, KCNH2 3.1 block 1, FLuc counter 7%, NPC1 promoter act 2%, ELG1 repair inh -2% and Mito fusion act -5%.
Cc1cc(=O)n2[nH]c(-c3ccco3)nc2n1 was read as Rab9 promoter act 1%, KCNH2 3.1 block 4, FLuc counter inconclusive, NPC1 promoter act 2%, ELG1 repair inh 3%, Gal4-VP16 FLuc -2%, Menin MLL FP TR -2%, PKM2 act -12%, Mito fusion act -1%, MBNL1-CUG inh 0% and RORg inh -3%.
For O=C(Nc1cc(Cl)ccc1O)C1CC(c2ccccc2Cl)=NO1 (stereo not given) the results were Rab9 promoter act 3%, KCNH2 3.1 block -4, FLuc counter 1%, NPC1 promoter act -1%, ELG1 repair inh -4%, Gal4-VP16 FLuc -14%, Menin MLL FP TR inconclusive, PKM2 act 0%, Mito fusion act inconclusive, MBNL1-CUG inh 1% and RORg inh 16%.
For CCOc1ccc(NC(=O)c2cnccn2)cc1 the results were Rab9 promoter act 1.3µM*, KCNH2 3.1 block 0, FLuc counter 5.4µM*, NPC1 promoter act 2µM*, ELG1 repair inh inconclusive, Gal4-VP16 FLuc inconclusive, Menin MLL FP TR 12%, PKM2 act -14%, Mito fusion act -1%, MBNL1-CUG inh -27% and RORg inh inconclusive.
Screening Cc1cccc(NC(=O)CCN2C(=O)c3ccccc3C2=O)c1 returned Rab9 promoter act -6%, KCNH2 3.1 block 0, FLuc counter -11%, NPC1 promoter act 2%, ELG1 repair inh 3%, Gal4-VP16 FLuc 6%, Menin MLL FP TR 23%, PKM2 act -3%[11.5 µM], Mito fusion act 2%, MBNL1-CUG inh 13% and RORg inh 5%.
For COc1ccc(-c2nc(N)nc(C)c2Oc2ccccc2Br)c(O)c1 the results were Rab9 promoter act 1%, KCNH2 3.1 block -5, FLuc counter 1%, NPC1 promoter act -4%, ELG1 repair inh inconclusive, Gal4-VP16 FLuc -7%, Menin MLL FP TR inconclusive, PKM2 act 6%, Mito fusion act 27%, MBNL1-CUG inh 0% and RORg inh 3%.
`CC(C)(Oc1ccc(Cl)cc1)C(=O)N/N=C/c1cn[nH]c1-c1ccccc1` gave Rab9 promoter act 0%, KCNH2 3.1 block 12, FLuc counter 4%, NPC1 promoter act -3%, ELG1 repair inh 0%, Gal4-VP16 FLuc -3%, Menin MLL FP TR inconclusive, PKM2 act 5%, Mito fusion act 14%, MBNL1-CUG inh -9% and RORg inh -12%.
COc1ccc(OCC(=O)N2CCN(C(=O)c3ccc(F)cc3)CC2)cc1 was read as Rab9 promoter act 0%, KCNH2 3.1 block 6, FLuc counter 1%, NPC1 promoter act 2%, ELG1 repair inh 1%, Gal4-VP16 FLuc -7%, Menin MLL FP TR 13%, PKM2 act 0%, Mito fusion act 0%, MBNL1-CUG inh 7% and RORg inh 5%.
`COc1nc2ccccc2nc1OC` gave Rab9 promoter act 2%, KCNH2 3.1 block 6, FLuc counter -1%, NPC1 promoter act -2%, ELG1 repair inh 0%, Gal4-VP16 FLuc 5%, Menin MLL FP TR 2%, PKM2 act 0%, Mito fusion act -7%, MBNL1-CUG inh 0% and RORg inh 2%.
Screening CCN(Cc1ccc(OC)c(F)c1)C(=O)/C=C/c1ccc(S(=O)(=O)N2CCOCC2)cc1 returned Rab9 promoter act -3%, KCNH2 3.1 block 6, FLuc counter 4%, NPC1 promoter act -1%, ELG1 repair inh inconclusive and Mito fusion act 0%.
Screening CC[n+]1c(/C=C(/C)SC)sc2ccccc21 returned Rab9 promoter act -20%, KCNH2 3.1 block -3, FLuc counter 2%, NPC1 promoter act -11%, ELG1 repair inh 2%, Gal4-VP16 FLuc 2%, Menin MLL FP TR -24%, PKM2 act -19%, Mito fusion act -2%, MBNL1-CUG inh 7% and RORg inh 60%.
